# TPT1 inhibitor = blocks Candida albicans tRNA 2'-phosphotransferase; recombinant caTPT1, FP RNA substrate dephosphorylation; inhibition, % at 5 µM; hit rate 0.81% among 300,000;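 active means inhibition above the mean of all tested compounds plus 3 SD, set per screening campaign, cut at about 24% in these data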;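 further: plate controls were DMSO alone for no effect and ferristatin control at 100 nM for full effect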
# PP5 primary = PP5 (human) phosphatase inhibition. P53041. hit rate 0.18% among 320,000. purified PP5c, OMFP substrate fluorescence. inhibition, % at 6.7 µM;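 active means inhibition above the campaign's mean inhibition across all tested compounds plus 3 SD, cut at about 9.5% in these data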;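 further: 0% = DMSO only and 100% = 100 µM cantharidin control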
# Target sequence (P53041 whole entry, looked up): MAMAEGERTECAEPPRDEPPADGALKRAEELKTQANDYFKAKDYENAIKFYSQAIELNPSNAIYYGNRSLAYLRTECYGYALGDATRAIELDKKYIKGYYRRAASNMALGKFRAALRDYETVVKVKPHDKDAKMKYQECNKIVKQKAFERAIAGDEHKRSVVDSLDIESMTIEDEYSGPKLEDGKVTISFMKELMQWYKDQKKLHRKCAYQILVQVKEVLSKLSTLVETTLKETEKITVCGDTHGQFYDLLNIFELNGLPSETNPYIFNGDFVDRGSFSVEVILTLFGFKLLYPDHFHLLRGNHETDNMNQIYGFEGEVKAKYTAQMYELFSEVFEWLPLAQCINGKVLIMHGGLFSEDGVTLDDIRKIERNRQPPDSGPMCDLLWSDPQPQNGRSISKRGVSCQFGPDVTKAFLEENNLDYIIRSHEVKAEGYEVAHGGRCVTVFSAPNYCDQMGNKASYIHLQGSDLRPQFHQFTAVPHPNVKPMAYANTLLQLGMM
# PP1 inh = PP1-alpha (human) inhibition in PP5 counter-screen | purified PP1alpha, OMFP fluorescence | AID 2235 | P62136 | hit rate 0.9% among 320,000 | inhibition, % at 6.7 µM;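 active means inhibition above the mean inhibition of all tested compounds plus 3 SD, computed separately for each screening campaign, cut at about 15% in these data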
# Target sequence (P62136 whole entry, looked up): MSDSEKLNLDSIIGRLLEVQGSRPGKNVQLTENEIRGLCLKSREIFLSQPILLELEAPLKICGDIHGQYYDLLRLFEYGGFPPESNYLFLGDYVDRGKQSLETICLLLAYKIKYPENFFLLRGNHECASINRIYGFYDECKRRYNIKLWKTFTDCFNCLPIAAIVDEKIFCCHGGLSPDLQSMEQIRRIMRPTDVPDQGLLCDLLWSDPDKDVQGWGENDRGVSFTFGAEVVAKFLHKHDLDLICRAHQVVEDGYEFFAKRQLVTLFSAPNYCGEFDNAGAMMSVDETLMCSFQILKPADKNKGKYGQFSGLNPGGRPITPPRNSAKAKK
# EBNA-1 inhibitor = blocks EBNA-1 binding to DNA. EBNA-1 DNA binding, fluorescence polarization. inhibition, % at 14.8 µM. hit rate 0.34% among 300,000. AID 1950; in the data active means inhibition above about 28%
# ZTA DNA inh = counter-screen for EBNA-1 inhibitors: inhibitors of Epstein-Barr virus ZTA; ZTA-DNA binding, fluorescence polarization; inhibition, % at 11 µM; hit rate 0.15% among 320,000; AID 2234; in the data active means inhibition above about 33%
# GASC-1 inh = human JMJD2C demethylase inhibition | Q9H3R0 | GST-JMJD2C(1-420) H3K9me3 demethylation, DELFIA europium | inhibition, % at 2.35 µM | hit rate 0.069% among 330,000 | AID 2099;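 active means more than half of a compound's replicate wells show inhibition beyond 50%, single wells judged on their own value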;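 further: signal counts dimethyl H3K9 product captured on neutravidin plate; 0% = median of DMSO wells and 100% = 0.3 times that DMSO median; strong numbers were not always called active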
# CR mimetic SO = lowers age-related superoxide in aged yeast cells; S. cerevisiae aged cells, superoxide DHE fluorescence; stronger effect = lower value; superoxide response (% of plate mean), % at 10 µM; hit rate 0.18% among 330,000;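 active means superoxide response under a set limit, about three screen SD below normal, cut at about 65% in these data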;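 further: yeast aged for seven days with compound at 30 °C before DHE staining; 100% = average MFI of all compound-treated wells on the plate with controls excluded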
# core dimer inh = blocks dimerization of HCV core protein | TR-FRET GST/Flag-core106 dimerization, 1536-well | inhibition, % at 5 µM | hit rate 0.33% among 300,000 | AID 1899;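 active means inhibition above the mean of all tested compounds plus 3 SD, set per screening campaign, cut at about 45% in these data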
#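 System – GST-tagged and Flag-tagged HCV core protein residues 1-106 · Repeats – one well for each compound · Technique – TR-FRET 671 and 617 nm emission · Doses – one concentration, 5 µM, in 0.5% DMSO · Times – 4 h, 22.5 °C incubation · Also added – Eu donor and XL665 acceptor anti-tag antibodies · Measure – percent inhibition of core106 dimerization signal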
# CTSL1 counter = counter-screen for PFM18AAP inhibitors: inhibitors of F. hepatica cathepsin L1; hit rate 0.49% among 300,000; recombinant F. hepatica cathepsin L1, Z-Leu-Arg-MCA fluorescence; AID 1906; inhibition, % at 5.96 µM;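 active means inhibition above the mean of all tested compounds plus 3 SD, set per screening campaign, cut at about 17% in these data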;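 further: 0% = plate median of test compound wells and 100% = 1 µM Z-Phe-Ala-diazomethylketone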
# The depositor's hits bear a star; . = not tested or not shown.
(1) Cn1c(=O)[nH]c(=O)c2c1ncn2CCN1CCOCC1
(2) Cc1cc(C)cc(OCCNC(=O)c2ccc(Br)cc2)c1
(3) Cc1ccc(C)c(N2C(=O)CC(Cc3ccccc3)C2=O)c1 (centres undefined)
(4) CCN(CC(=O)Nc1ccccc1C(F)(F)F)C(=O)C1=COCCO1
(5) O=C(O)c1cccc(NC(=S)N/N=C/c2c[nH]c3ccccc23)c1
Compound	1	2	3	4	5
TPT1 inhibitor	-1	3	-1	-2	-3
PP5 primary	2.4	2.1	-1.8	0.2	1.1
PP1 inh	-1	7	1	-2	-1
EBNA-1 inhibitor	-15	1	-6	-12	10
ZTA DNA inh	-15	8	2	5	10
GASC-1 inh	9	10	-18	13	13
CR mimetic SO	95	110	102	109	89
core dimer inh	-2	3	5	6	1
CTSL1 counter	1	3	4	3	7

# Compound profiles (already shown). Values in the order: TPT1 inhibitor	PP5 primary	PP1 inh	EBNA-1 inhibitor	ZTA DNA inh	GASC-1 inh	CR mimetic SO	core dimer inh	CTSL1 counter
# `Cc1cc(C)cc(OCCNC(=O)c2ccc(Br)cc2)c1` is entered as 3	2.1	7	1	8	10	110	3	3
# `Cc1ccc(C)c(N2C(=O)CC(Cc3ccccc3)C2=O)c1` (centres undefined) is entered as -1	-1.8	1	-6	2	-18	102	5	4

# (next part)
(6) CCN(CC)CCNC(=O)CCc1n[nH]c(=O)c2ccccc12
(7) O=C(O)c1cc2cc(Cl)ccc2oc1=O
(8) CCOC(=O)C1(Cc2ccccc2Cl)CCN(Cc2csc(C(C)=O)c2)CC1
(9) Cc1ccc(C)c(S(=O)(=O)NCCCN2CCOCC2)c1
(10) O=C(Nc1ccc2c(c1)OCO2)C1CCCN(c2nc3ccccc3s2)C1 (centres undefined)
Compound	6	7	8	9	10
TPT1 inhibitor	-4	1	4	-1	0
PP5 primary	3.2	-2.7	1.8	-0.9	0.2
PP1 inh	-4	-6	2	0	3
EBNA-1 inhibitor	-8	4	1	5	10
ZTA DNA inh	1	0	5	-12	-11
GASC-1 inh	12	37	-8	9	-2
CR mimetic SO	107	121	106	91	98
core dimer inh	2	-2	3	-1	5
CTSL1 counter	2	0	3	0	-4

(11) Cc1ccc(C(=O)/C=C\C(=O)c2ccc(C)cc2)cc1
(12) Cn1c(SCC(=O)Nc2ccc(Cl)cc2)nnc1C1CC1
(13) O=C(c1ccc2c(c1)OCCO2)C1CCN(C(=O)Nc2ccccc2F)CC1
(14) C=CCOC(=O)C1=C[C@H](c2coc3ccccc3c2=O)C[C@H](OCc2ccc(CO)cc2)O1
(15) O=C(NCCN1CCOCC1)c1cccnc1SCc1ccccc1Cl
Compound	11	12	13	14	15
TPT1 inhibitor	-1	-1	-2	-6	2
PP5 primary	-1.1	1.3	3.1	0.0	4.4
PP1 inh	0	2	1	-1	-3
EBNA-1 inhibitor	-6	-12	-5	12	-1
ZTA DNA inh	-5	6	-10	-10	-5
GASC-1 inh	-1	0	1	-12	0
CR mimetic SO	98	107	97	.	84
core dimer inh	-6	4	-4	1	-2
CTSL1 counter	-3	-2	1	4	3

(16) COc1cnc(-c2cccc(C(F)(F)F)c2)nc1OC
(17) Cc1ccc(S(=O)(=O)c2cc(C)cc(S(=O)(=O)Nc3ccc(C(=O)O)cc3)c2C)cc1
(18) CCN(c1cccc(C)c1)S(=O)(=O)c1ccc2c(c1)N(C(C)=O)CCS2
(19) c1ccc(-n2nnnc2SCCCSc2nc3ccccc3s2)cc1
(20) CC(=O)NCCc1nc2cc(NC(=O)COc3ccc(C)cc3)ccc2n1C
Compound	16	17	18	19	20
TPT1 inhibitor	2	0	-6	1	-3
PP5 primary	0.8	-2.7	3.4	-0.7	0.3
PP1 inh	-5	2	-1	1	1
EBNA-1 inhibitor	-14	2	-10	9	14
ZTA DNA inh	2	8	-5	2	9
GASC-1 inh	12	-15	1	5	21
CR mimetic SO	105	114	94	107	103
core dimer inh	-1	8	-12	6	13
CTSL1 counter	0	10	0	-3	3

(21) Cc1ccc(C)c2[nH]c(=O)c(CN(CCN3CCOCC3)Cc3nnnn3CC3CCCO3)cc12 (centres undefined)
(22) FC(F)(F)c1nnc2sc(-c3ccco3)nn12
(23) CC1(C)CC(=O)C(C2(O)C(=O)N(Cc3ccccc3)c3ccccc32)CO1 (centres undefined)
(24) CN(Cc1ccsc1)C(=O)Cn1cc(Br)ccc1=O
(25) COc1ccc(C(NC(=O)c2ccccc2F)NC(=O)c2ccccc2F)cc1
Compound	21	22	23	24	25
TPT1 inhibitor	-3	2	-2	3	4
PP5 primary	-1.6	-1.2	0.5	1.2	-2.3
PP1 inh	-1	-6	-3	0	-2
EBNA-1 inhibitor	4	10	-9	-9	9
ZTA DNA inh	-5	-3	1	-6	20
GASC-1 inh	-2	-9	11	-7	0
CR mimetic SO	82	95	99	113	91
core dimer inh	-13	0	-1	-4	3
CTSL1 counter	4	-1	-2	7	-5

(26) COCCCNc1nc2ccccc2nc1NS(=O)(=O)c1ccc(F)cc1
(27) CN1CCc2nc3ccc(Cl)cc3c(-c3ccccc3Cl)c2C1
(28) Cc1ccc(-n2cc(CN(C)Cc3ncc[nH]3)c(-c3cccc(C)c3)n2)cc1
(29) CCOC(=O)N1CCN(S(=O)(=O)c2ccc(OC)c(Br)c2)CC1
(30) CSC(=Nc1ccccc1)C1=C(O)COC1=O
Compound	26	27	28	29	30
TPT1 inhibitor	-1	-1	3	0	-3
PP5 primary	-1.7	-0.7	3.9	-0.3	-0.3
PP1 inh	-4	0	7	-1	1
EBNA-1 inhibitor	6	-3	-26	-1	5
ZTA DNA inh	7	7	-7	-6	7
GASC-1 inh	-16	1	24	0	6
CR mimetic SO	97	99	105	100	93
core dimer inh	-104	-7	-2	7	4
CTSL1 counter	0	-1	2	-1	-4

(31) COc1cc2c(cc1OC)C(c1ccc(Cl)cc1)CC(=O)N2 (centres undefined)
(32) Cc1csc(SCC(=O)N2CCCC2)n1
(33) Cc1ccnc2nc(C(=O)Nc3nccs3)nn12
(34) CC1CCCN(CC(=O)Nc2cccc([N+](=O)[O-])c2)C1 (centres undefined)
(35) CCN(CC(=O)Nc1ccc(OC)cc1)C(=O)CCS(=O)(=O)c1ccc(C)cc1
Compound	31	32	33	34	35
TPT1 inhibitor	1	6	3	0	2
PP5 primary	-1.2	1.8	1.8	1.4	0.6
PP1 inh	-1	2	-3	-3	0
EBNA-1 inhibitor	8	-7	-4	3	4
ZTA DNA inh	6	8	21	-9	9
GASC-1 inh	11	-8	1	-3	6
CR mimetic SO	95	90	100	103	100
core dimer inh	4	-19	0	-4	2
CTSL1 counter	2	8	-1	0	2

(36) CC(=O)OC(C)=O
(37) Cc1ccccc1C(C(=O)NC1CCCCC1)N(C(=O)CNC(=O)c1ccco1)c1cccnc1 (centres undefined)
(38) O=C1CCCN1c1ccc(S(=O)(=O)NCCc2ccc(Cl)cc2)cc1
(39) O=[N+]([O-])c1ccccc1OCCCOc1cccc2cccnc12
(40) CCN(C(=O)c1cc2c(C)nc3ccccc3c2o1)c1cc(Cl)ccc1OC
Compound	36	37	38	39	40
TPT1 inhibitor	.	2	-3	2	1
PP5 primary	0.5	3.4	3.1	2.6	1.8
PP1 inh	-1	0	-1	4	0
EBNA-1 inhibitor	.	-20	-4	10	18
ZTA DNA inh	6	10	-12	6	13
GASC-1 inh	5	8	1	-3	0
CR mimetic SO	103	105	97	102	114
core dimer inh	.	-7	-4	4	10
CTSL1 counter	.	-4	-4	3	4

(41) CCc1nn(CCCC(=O)NCc2ccccc2Br)c(=O)c2cc3occc3n12
(42) O=C1/C(=C/c2cccc(Br)c2)SC(=S)N1/N=C/c1cc([N+](=O)[O-])ccc1O
(43) O=C(NCc1cccnc1)c1cc(C(=O)C2CC2)c[nH]1
(44) CC(=O)N1CCN(c2ccc(NCc3ccccc3)cc2)CC1
(45) Cc1cc(NC(=O)CSc2nnc(C(C)N(C)C)n2-c2ccc(F)cc2)no1 (centres undefined)
Compound	41	42	43	44	45
TPT1 inhibitor	1	-2	0	0	-2
PP5 primary	-1.6	-0.9	-3.4	-0.4	1.7
PP1 inh	-1	0	-1	0	2
EBNA-1 inhibitor	11	8	9	0	-10
ZTA DNA inh	16	8	10	1	-4
GASC-1 inh	-34	6	4	5	-6
CR mimetic SO	133	108	105	89	101
core dimer inh	11	5	0	-12	11
CTSL1 counter	1	2	-5	-2	-6

(46) COc1ccc(C=Nc2cccc3ncccc23)cc1
(47) CCCCn1c(N)c(N(CCOC)C(=O)c2cc3ccccc3cc2OC)c(=O)[nH]c1=O
(48) Cc1cc(Cc2ccc(N)c(C)c2)ccc1N
(49) O=C(O)/C=C/c1ccccc1Oc1ccc(Cl)cc1Cl
Compound	46	47	48	49
TPT1 inhibitor	-3	0	0	-2
PP5 primary	2.4	-1.2	-0.2	0.0
PP1 inh	-3	-1	-3	-1
EBNA-1 inhibitor	-5	4	-13	4
ZTA DNA inh	0	-1	8	-10
GASC-1 inh	4	4	-6	2
CR mimetic SO	101	101	90	90
core dimer inh	-2	-4	-3	3
CTSL1 counter	-2	-1	-4	-3

# Of the compounds above, these have an NH in an aromatic ring.
(1) Cn1c(=O)[nH]c(=O)c2c1ncn2CCN1CCOCC1
(5) O=C(O)c1cccc(NC(=S)N/N=C/c2c[nH]c3ccccc23)c1
(6) CCN(CC)CCNC(=O)CCc1n[nH]c(=O)c2ccccc12
(21) Cc1ccc(C)c2[nH]c(=O)c(CN(CCN3CCOCC3)Cc3nnnn3CC3CCCO3)cc12 (centres undefined)
(28) Cc1ccc(-n2cc(CN(C)Cc3ncc[nH]3)c(-c3cccc(C)c3)n2)cc1
(43) O=C(NCc1cccnc1)c1cc(C(=O)C2CC2)c[nH]1
(47) CCCCn1c(N)c(N(CCOC)C(=O)c2cc3ccccc3cc2OC)c(=O)[nH]c1=O
Compound	1	5	6	21	28	43	47
TPT1 inhibitor	-1	-3	-4	-3	3	0	0
PP5 primary	2.4	1.1	3.2	-1.6	3.9	-3.4	-1.2
PP1 inh	-1	-1	-4	-1	7	-1	-1
EBNA-1 inhibitor	-15	10	-8	4	-26	9	4
ZTA DNA inh	-15	10	1	-5	-7	10	-1
GASC-1 inh	9	13	12	-2	24	4	4
CR mimetic SO	95	89	107	82	105	105	101
core dimer inh	-2	1	2	-13	-2	0	-4
CTSL1 counter	1	7	2	4	2	-5	-1

# High-throughput results as filed in PubChem BioAssay.
